# Bioassay records as filed in PubChem.
# M5 ag – agonists of human muscarinic M5 receptor (CHRM5); P08912; 360,000 tested, 0.19% active; activation, % at 3 µM; CHO-K1 hM5 cells, Fluo-8 calcium fluorescence; 0% DMSO wells, 100% maximal acetylcholine response;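 active = activation above the run's mean over test compounds plus 3 SD, cut at about 23% in these data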;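 also: signal is peak over basal fluorescence ratio across the kinetic read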
# Target sequence (P08912 whole entry, looked up): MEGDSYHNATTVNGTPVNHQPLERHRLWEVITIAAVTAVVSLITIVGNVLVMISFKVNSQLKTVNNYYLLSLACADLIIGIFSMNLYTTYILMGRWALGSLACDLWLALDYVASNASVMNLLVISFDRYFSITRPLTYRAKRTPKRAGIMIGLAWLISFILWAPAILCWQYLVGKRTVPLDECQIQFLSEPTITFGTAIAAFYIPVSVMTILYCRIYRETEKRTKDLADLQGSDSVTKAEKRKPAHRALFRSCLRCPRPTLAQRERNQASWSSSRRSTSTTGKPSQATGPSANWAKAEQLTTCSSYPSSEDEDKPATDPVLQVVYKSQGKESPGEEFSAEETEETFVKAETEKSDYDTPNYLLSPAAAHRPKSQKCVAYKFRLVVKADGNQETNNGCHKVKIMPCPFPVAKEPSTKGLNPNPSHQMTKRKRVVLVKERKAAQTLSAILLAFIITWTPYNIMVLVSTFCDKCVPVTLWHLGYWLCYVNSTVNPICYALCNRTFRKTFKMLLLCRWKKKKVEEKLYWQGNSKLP
# M1 antag – antagonists of human M1 muscarinic receptor | P11229 | CHO-K1 hM1, Fluo-8 calcium fluorescence, ACh EC80 antagonist | inhibition, % at 3 µM | 360,000 tested, 1.3% active | AID 588852;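 active = percent inhibition above its own plate's cutoff, namely the mean of that plate's compound wells plus 3 SD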;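 also: peak over basal fluorescence ratio during 140 s after agonist addition; 0% = ACh EC80 plus DMSO and 100% = DMSO alone without agonist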
# M4 antag – antagonists of human muscarinic M4 receptor (CHRM4); CHO-hM4 cells, ACh EC80, Fluo-8 calcium fluorescence; inhibition, % at 3 µM; 360,000 tested, 0.73% active; AID 624125;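 active = inhibition above its plate's cutoff, the mean inhibition of sample wells plus 3 SD, cut at about 27% in these data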;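 also: 0% = acetylcholine EC80 with DMSO and 100% = DMSO without agonist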
# TAAR1 agonist – agonists of human TAAR1. Q96RJ0. CHO RD-HGA16 TAAR1, Fluo-8 calcium fluorescence; vehicle wells 0%, saturating PEA agonist 100%. activation, % at 3 µM. 360,000 tested, 0.99% active. AID 624467;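 active = activation above the mean activation of all test compounds in the run plus 3 SD, cut at about 38% in these data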
# Target sequence (Q96RJ0 whole entry, looked up): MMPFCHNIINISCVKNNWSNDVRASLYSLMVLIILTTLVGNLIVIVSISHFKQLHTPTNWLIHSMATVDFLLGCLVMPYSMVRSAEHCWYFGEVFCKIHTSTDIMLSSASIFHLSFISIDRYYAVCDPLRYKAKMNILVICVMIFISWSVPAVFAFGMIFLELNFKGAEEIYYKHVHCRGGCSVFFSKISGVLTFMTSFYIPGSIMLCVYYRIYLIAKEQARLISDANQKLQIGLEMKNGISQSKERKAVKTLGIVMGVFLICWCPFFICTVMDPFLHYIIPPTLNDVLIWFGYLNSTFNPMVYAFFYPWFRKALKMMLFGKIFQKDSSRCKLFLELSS
#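 System: CHO-derived RD-HGA16 cells with stable Gα16 and human TAAR1 / Times: 17-24 h plating, Fluo-8 75 min 37 °C, 30 min RT / Technique: calcium-sensitive Fluo-8 signal, excitation 470-495, emission 515-575 nm / Measure: % activation relative to PEA EC100 response / Benchmarks: DMSO and PEA EC100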
# CHRM4 agonist – CHRM4 agonism in calcium assay. 360,000 tested, 0.14% active. AID 624127. CHO-K1 hM4/Gqi5, Fluo-8 calcium fluorescence; vehicle 0%, full acetylcholine response 100%. activation, % at 3 µM. P08173;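 active = activation above the run mean over all test wells plus 3 SD, cut at about 32% in these data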;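 also: peak over basal fluorescence ratio per well then scaled between controls; 0% = DMSO wells and 100% = acetylcholine at EC100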
# M5 antag – blocks acetylcholine activation of human M5 receptor | P08912 | CHO-hM5 cells, Fluo-8 calcium fluorescence, ACh EC80 | inhibition, % at 3 µM | 360,000 tested, 0.59% active | AID 624040;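 active = inhibition above a per-plate cutoff, the mean of that plate's test compounds plus 3 SD, cut at about 27% in these data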;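 also: 0% = acetylcholine EC80 with DMSO and 100% = DMSO without agonist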
# M1 ag – activates human CHRM1 receptor; activation, % at 3 µM; P11229; 360,000 tested, 0.33% active; CHO-K1 hM1, Fluo-8 calcium fluorescence, agonist mode; 0% DMSO, 100% acetylcholine EC100;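 active = activation above the run's mean compound activation plus 3 SD, cut at about 16% in these data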;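 also: peak over basal fluorescence ratio within a 140 s kinetic read after compound addition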
# CHRM5 PAM – CHRM5 positive allosteric modulation | CHO-K1 hM5, Fluo-8 calcium, ACh EC20 PAM; 0% = ACh EC20, 100% = ACh EC100 | AID 624038 | P08912 | 360,000 tested, 0.3% active | activation, % at 3 µM;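 active = activation above the run cutoff, the mean activation of all test compounds plus 3 SD, cut at about 18% in these data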
#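 Measured by: Fluo-8 calcium fluorescence; material: human M5 receptor in CHO-K1 cells; schedule: Post-acetylcholine fluorescence recording 140 s; benchmarks: low control EC20 acetylcholine (0%), high control EC100 acetylcholine (100%); read-out: Max/basal fluorescence ratio as % of EC20–EC100 ACh window; compound: single dose, 3 µM nominal final test concentration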
# M1 PAM – potentiates human M1 receptor response to acetylcholine | activation, % at 3 µM | P11229 | CHO-K1 hM1, Fluo-8 calcium fluorescence, ACh EC20; 0% = ACh EC20, 100% = maximal ACh | 360,000 tested, 0.088% active; in the data active = activation above about 19%, passing the limit was not always enough
# Numbers without * were called inactive; / = no result given. Some of the compounds tested; the hit share may differ from the screen's.
M5 ag	M1 antag	M4 antag	TAAR1 agonist	CHRM4 agonist	M5 antag	M1 ag	CHRM5 PAM	M1 PAM	SMILES
-0.9	-4.1	2.0	5.7	0.0	7.3	-4.3	1.5	3.5	Cc1nc2ncnn2c(C)c1Cc1cccc(C(F)(F)F)c1
3.7	-13.4	-8.2	0.2	0.3	17.6	-0.4	-4.6	4.0	COc1ccccc1NC(=O)/C(N=Nc1ccc(C)c(S(=O)(=O)Nc2ccccc2Cl)c1)=C(\C)O
0.6	-0.5	-2.8	1.8	1.1	-2.4	-4.1	0.8	5.9	CNc1cncc(C(=O)O)c1
-2.4	-5.1	2.0	8.2	0.8	1.2	-4.8	-2.4	16.2	CN(c1ccccc1C(=O)Nc1ccc(F)c(F)c1)S(C)(=O)=O
0.1	-7.7	0.6	3.6	0.7	11.3	-7.5	-2.0	6.8	Cc1ccc(C)c(NC(=O)C(c2ccccc2)N2CCOCC2)c1 (stereo unspecified)
-2.7	-7.5	6.5	/	1.0	3.3	0.8	-5.8	7.7	O=C(N/N=C/c1ccncc1)c1cc(C2CC2)nc2ccccc12
-1.9	-14.5	5.6	2.9	0.5	-3.8	-1.7	2.2	8.7	COc1cccc(CNC(=O)c2ccccc2-c2ccccc2C(=O)O)c1
0.7	-16.2	-10.7	1.2	0.3	2.1	0.8	-5.0	11.4	NC(=O)NC(CC(=O)OCC(=O)Nc1nnc(-c2ccccc2)o1)c1ccc(Cl)cc1 (stereo unspecified)
-0.8	13.0	-4.8	0.8	2.7	16.7	-5.9	-3.9	-16.1	CC(C)C(NC(=O)c1ccc(Cl)c([N+](=O)[O-])c1)C(=O)NCc1ccccn1 (stereo unspecified)
2.0	3.9	2.8	12.1	14.8	10.9	-1.1	-6.5	4.6	Cc1cc(OCC(=O)Nc2ccc(CN3CCOCC3)cc2)ccc1Cl
0.1	-12.2	1.2	2.0	1.6	-4.2	-3.0	-1.1	5.8	CC(=O)c1ccc(N2CCN(CCC#N)CC2)c(F)c1
4.0	-3.8	-6.3	4.6	1.4	-1.2	-1.9	-3.8	13.8	CCOC(=O)C1(CCc2ccccc2)CCN(C(=O)CCn2cnnn2)CC1
-0.3	-4.1	1.7	3.0	2.2	8.7	-4.5	-1.7	13.0	O=C(CNC(=O)C(c1ccccc1)c1ccccc1)N/N=C\c1ccc2c(c1)OCO2
-2.2	0.2	-5.7	1.5	4.7	10.0	-3.8	-1.0	2.0	C/C(N)=C(/C#N)C(=O)COC(=O)c1oc2ccccc2c1COC(C)C
1.5	2.9	6.6	3.8	4.6	4.4	-3.7	3.8	-0.2	O=C(Nc1ccc2oc(-c3ccccc3F)nc2c1)c1ccccc1F
-0.3	-2.4	1.6	-0.6	-0.5	-7.5	-2.6	2.2	1.6	CCC(Sc1ncccc1C(=O)OC(C)C)C(=O)NCc1ccco1 (stereo unspecified)
0.8	2.2	-10.7	3.0	1.2	1.6	-3.8	0.8	1.6	CCCNC(=O)C1(C)CCN(C(=O)c2ccc(F)c(Cl)c2)C1 (stereo unspecified)
-4.0	-11.1	-8.3	8.6	0.4	7.4	-3.9	-6.4	10.0	O=C(CSc1nnc(-c2ccccc2)n1C1CCCCC1)Nc1ccc(S(=O)(=O)Nc2ccccn2)cc1
-4.5	-9.2	3.1	1.1	1.1	3.1	-5.6	3.0	14.9	CC1=NNC(=O)C1CCC(=O)N/N=C/c1ccco1 (stereo unspecified)
-3.2	3.2	-0.9	6.9	0.4	-4.3	-2.9	5.1	-3.3	CCn1c(SCc2cc(=O)[nH]c3ccccc23)nc2c1c(=O)n(C)c(=O)n2C
6.2	-10.0	0.3	3.8	5.7	-13.2	-4.6	-4.5	1.4	COc1ccc(C(=O)Nc2cccc(NC(=O)c3cccs3)c2)cc1
2.6	7.3	1.2	7.1	-0.5	-7.7	0.0	1.8	-4.3	O=S(=O)(c1ccc(S(=O)(=O)N(Cc2ccccc2)Cc2ccco2)cc1)N1CCCC1
-1.2	-4.5	0.6	8.9	2.8	-2.2	-3.6	-5.0	-6.0	O=C(CCCCCNC(=O)c1ccccc1Cl)N/N=C/c1ccco1
-2.9	-3.2	-0.4	0.9	0.7	-9.2	1.4	3.4	4.8	O=C(CCN1CCOCC1)NNC(=O)Nc1cccc(C(F)(F)F)c1
0.8	-11.8	-1.7	0.7	0.3	1.4	-2.8	1.8	7.6	CC(C)C[C@H]1CNC(=S)N1CC1CCCN1C[C@H](CC(C)C)N1C[C@H](CC(C)C)N(CC2CCCCCC2)C1=S (stereo partly specified)
0.1	6.2	1.5	1.4	0.2	1.8	-4.7	-1.0	1.7	CCC(C)NC(=O)c1ccc([N+](=O)[O-])c(Cl)c1 (stereo unspecified)
-8.0	10.4	1.1	1.9	6.3	5.8	-2.0	-25.4	-3.2	COc1cccc(NC(=O)N(Cc2cc3cc(C)cc(C)c3[nH]c2=O)CC2COCCO2)c1 (stereo unspecified)
-0.9	-4.1	-11.6	4.5	2.3	-8.2	-0.6	2.6	1.6	CSC[C@H]1CN(c2ccccc2)C(=O)[C@@H]1CC(=O)Nc1ccc(Br)cc1
1.3	-7.8	-3.6	6.0	1.7	1.1	-1.8	-4.3	1.5	COc1ccccc1S(=O)(=O)Cc1ccc(C(=O)N2CCOCC2)o1
-0.4	3.3	-8.1	3.6	-0.1	-1.5	-1.2	8.3	3.8	O=C(COc1ccccc1F)N1CCCc2ccccc21
1.1	-12.8	0.7	2.0	-0.1	-2.2	-2.3	4.2	11.6	CCn1cc(Br)c(C(=O)NCc2ccco2)n1
-2.1	-25.5	-5.3	12.2	-0.6	-0.3	-4.0	-4.2	2.0	COc1ccc(C(=O)/C=C/c2ccc(F)cc2)c(OC(=O)c2ccc([N+](=O)[O-])cc2)c1
-0.6	6.8	-1.8	4.1	0.6	4.5	-0.6	-4.9	1.8	COc1ccc(-c2cc(C(=O)NCCCn3ccnc3)no2)cc1OC
-0.3	-5.2	4.2	-1.4	-0.4	5.6	-2.5	4.1	5.5	COC(=O)C1=CN(Cc2ccccc2)C=C(C(=O)OC)C1c1ccc(O)c(OC)c1
-0.1	-14.8	3.8	2.7	1.4	-0.9	-2.1	9.8	10.9	CCOC(=O)C1=C(C)NC(C)=C(C(=O)OCC)C1c1cc2ccc(C)cc2[nH]c1=O
2.4	27.4	14.8	16.7	27.6	19.9	-0.3	-31.2	-7.9	COc1ccc(CCNC(=O)C(=O)NCC2CCCN2S(=O)(=O)c2cc(C)ccc2C)cc1 (stereo unspecified)
-0.8	-4.4	0.8	3.5	0.7	-7.5	-2.8	1.4	7.9	CCOC(=O)C1=C(C)OC(N)=C(C#N)C1c1cc(C)sc1C (stereo unspecified)
0.5	-3.1	-9.7	6.2	0.2	-4.0	-2.1	0.2	2.1	O=C1C2C3C=CC(C3)C2C(=O)N1c1n[nH]c(-c2ccccc2)n1 (stereo unspecified)
-1.4	-0.7	-9.4	8.4	4.0	0.4	-3.4	-2.2	-6.3	COc1ccc(/C(C)=N/NC(=S)NCCc2ccccc2)c(O)c1
-8.0	0.6	-20.5	-2.3	-2.3	-2.3	-12.2	-1.1	-11.8	COc1ccc(/C(C)=N\Nc2nc(-c3ccc(Cl)cc3)cc(C(F)(F)F)n2)cc1OC

# Two entries picked at random from the list so far:
M5 ag	M1 antag	M4 antag	TAAR1 agonist	CHRM4 agonist	M5 antag	M1 ag	CHRM5 PAM	M1 PAM	SMILES
-0.3	-5.2	4.2	-1.4	-0.4	5.6	-2.5	4.1	5.5	COC(=O)C1=CN(Cc2ccccc2)C=C(C(=O)OC)C1c1ccc(O)c(OC)c1
1.3	-7.8	-3.6	6.0	1.7	1.1	-1.8	-4.3	1.5	COc1ccccc1S(=O)(=O)Cc1ccc(C(=O)N2CCOCC2)o1

# Later entries.
M5 ag	M1 antag	M4 antag	TAAR1 agonist	CHRM4 agonist	M5 antag	M1 ag	CHRM5 PAM	M1 PAM	SMILES
-3.5	-8.0	12.9	5.0	1.8	2.3	-6.0	-3.4	3.8	CCOC(=O)C1CCN(S(=O)(=O)c2ccc(OC)c(Cl)c2Cl)CC1
2.4	35.3*	2.1	/	21.0	13.0	-2.3	-20.2	-23.6	O=C(NCC1CCCO1)c1cc2c([nH]c3ccccc32)c(-c2cccc(Cl)c2)n1 (stereo unspecified)
-0.6	7.8	0.5	0.1	2.4	-6.7	-0.3	2.1	4.5	COC(=O)[C@@]12CCCN1[C@H](c1ccc(-c3ccc(F)cc3)c(OC)c1)[C@H]1C(=O)N(C)C(=O)[C@H]12
3.0	-9.0	-12.1	-4.5	0.9	1.3	-1.2	3.6	2.7	CN(C)C1=C(Cl)C(=O)N(c2ccc(Cl)c(Cl)c2)C1=O
-2.4	-11.0	6.0	-0.8	-1.3	6.0	-5.5	-10.9	1.7	CC(C)(O)CN(C(=O)C(c1ccccc1)c1ccccc1)C1CCCCC1
-3.8	3.1	5.7	4.8	0.9	0.9	-3.0	-8.2	0.1	CCOc1ccc(NC(=O)Cn2cc(C(C)=O)c3ccccc32)cc1
-0.6	-8.0	-4.4	-0.3	0.9	-6.2	-2.5	-1.4	4.7	COc1ccc(-n2nnnc2SCC(=O)NNC(=O)c2ccc([N+](=O)[O-])cc2)cc1
0.9	13.3	13.6	10.4	0.1	9.2	-2.9	-0.1	-3.3	Nc1nc(N)nc(-c2cccc(Cl)c2Cl)n1
5.1	15.4	1.8	6.4	25.6	12.4	0.0	-11.2	-12.8	Cc1nnc(NC(=O)CSc2cn(CCNC(=O)c3ccccc3)c3ccccc23)s1
-3.9	-15.2	-1.4	0.8	2.3	2.5	-3.2	4.3	9.7	Cn1ncc(Cl)c1C(=O)N1CCN(S(=O)(=O)c2ccc(F)cc2)CC1
-6.5	12.2	-3.8	3.6	8.4	7.7	-3.8	-29.9	-12.3	O=C(NCCN1CCN(Cc2ccccc2)CC1)C1c2ccccc2C(=O)N2CCc3ccccc3C12 (stereo unspecified)
-3.9	-15.7	-3.6	1.8	0.4	-10.3	-1.6	7.5	5.3	O=C(c1cc2cc(Cl)ccc2oc1=O)N1CCN(c2ccccn2)CC1
-2.5	-6.9	-3.5	-4.7	1.1	-4.4	-1.9	1.0	4.2	Cc1cccc(NC(=O)c2ccc3c(c2)OCCO3)c1C
-1.1	-28.0	-15.5	0.2	0.9	5.8	-0.9	0.9	13.5	CC1(C(=O)NS(=O)(=O)c2ccc(F)cc2F)CCN1C(=O)c1ccco1 (stereo unspecified)
1.9	9.6	11.3	8.9	10.8	0.8	-2.4	-6.9	-2.6	O=S(=O)(NC1CCCC1)c1cccc(S(=O)(=O)N2CCC(n3nnc4ccccc43)CC2)c1
2.0	1.3	10.0	1.0	3.5	-1.9	-1.6	-1.0	1.1	CCOC(=O)N1CCC(Nc2c(OCC)c(=O)c2=O)CC1
-6.9	-2.0	10.3	2.6	1.0	5.6	-5.6	-4.0	-1.1	CC(C)(C)N1CC(c2nc3ccccc3n2Cc2ccc(F)cc2)CC1=O (stereo unspecified)
-4.1	-5.7	-14.0	-1.2	0.4	3.4	-6.8	-0.1	2.4	CN(C)CCOC(=O)c1ccc2[nH]c3c(c2c1)CSCC3
